Compound activity as filed in PubChem.
TEAD-YAP inh: TEAD-YAP interaction inhibition, primary screen, TEAD-YAP interaction inhibitor project, luminescence, HEK-TIYL cells; TEAD-Gal4/YAP UAS-luciferase luminescence; inhibition, % at 9.12 µM; AID 1259422, 2018; hit rate 1.4% among 640,000; in the data active = inhibition above about 32%;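 also: 0% = median of test compound wells and 100% = reference inhibitor wells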
MITF primary: MITF inhibitors, primary screen, biochemical, AlphaScreen, human; hit rate 0.91% among 650,000; inhibition, % at 2.6 µM; Microphthalmia-associated transcription factor (Homo sapiens), O75030; AlphaScreen MITF homodimerization, bead proximity signal; in the data active = inhibition above about 50%;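 also: 0% = vehicle wells with protein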
GPR151 activ: activators of human GPR151, primary screen, cell-based, PathHunter beta-arrestin, luminescence | PathHunter beta-arrestin GPR151 cells | activation, % at 11.2 µM | hit rate 1% among 650,000; in the data active = activation above about 4.9%;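 also: 0% = median of compound wells and 100% = cells with positive control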
Target sequence (Q8TDV0 whole entry, looked up): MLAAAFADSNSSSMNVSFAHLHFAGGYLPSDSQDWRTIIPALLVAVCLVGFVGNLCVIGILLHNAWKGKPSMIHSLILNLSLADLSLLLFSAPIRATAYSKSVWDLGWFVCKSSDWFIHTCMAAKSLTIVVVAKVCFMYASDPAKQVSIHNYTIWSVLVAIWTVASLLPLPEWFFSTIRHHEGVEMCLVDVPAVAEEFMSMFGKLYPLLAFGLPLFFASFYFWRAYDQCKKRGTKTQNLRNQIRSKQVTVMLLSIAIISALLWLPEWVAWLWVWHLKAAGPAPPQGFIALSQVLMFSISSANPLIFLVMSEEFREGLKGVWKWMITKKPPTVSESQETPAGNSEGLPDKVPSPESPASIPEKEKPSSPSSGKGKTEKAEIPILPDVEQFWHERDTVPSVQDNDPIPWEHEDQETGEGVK
FBW7 act: FBW7 E3 ligase activators, primary screen, biochemical, AlphaScreen, human | F-box/WD repeat-containing protein 7 (Homo sapiens), Q969H0 | AlphaScreen FBW7–phospho-cyclin E peptide binding, activator screen | normalized activity (activation), % at 26.1 µM | hit rate 0.13% among 650,000 | AID 1259310, 2017; in the data active = normalized activity above about 1.9%;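 also: purified mutant Fbw7 with reduced substrate affinity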
Target sequence (Q969H0 whole entry, looked up): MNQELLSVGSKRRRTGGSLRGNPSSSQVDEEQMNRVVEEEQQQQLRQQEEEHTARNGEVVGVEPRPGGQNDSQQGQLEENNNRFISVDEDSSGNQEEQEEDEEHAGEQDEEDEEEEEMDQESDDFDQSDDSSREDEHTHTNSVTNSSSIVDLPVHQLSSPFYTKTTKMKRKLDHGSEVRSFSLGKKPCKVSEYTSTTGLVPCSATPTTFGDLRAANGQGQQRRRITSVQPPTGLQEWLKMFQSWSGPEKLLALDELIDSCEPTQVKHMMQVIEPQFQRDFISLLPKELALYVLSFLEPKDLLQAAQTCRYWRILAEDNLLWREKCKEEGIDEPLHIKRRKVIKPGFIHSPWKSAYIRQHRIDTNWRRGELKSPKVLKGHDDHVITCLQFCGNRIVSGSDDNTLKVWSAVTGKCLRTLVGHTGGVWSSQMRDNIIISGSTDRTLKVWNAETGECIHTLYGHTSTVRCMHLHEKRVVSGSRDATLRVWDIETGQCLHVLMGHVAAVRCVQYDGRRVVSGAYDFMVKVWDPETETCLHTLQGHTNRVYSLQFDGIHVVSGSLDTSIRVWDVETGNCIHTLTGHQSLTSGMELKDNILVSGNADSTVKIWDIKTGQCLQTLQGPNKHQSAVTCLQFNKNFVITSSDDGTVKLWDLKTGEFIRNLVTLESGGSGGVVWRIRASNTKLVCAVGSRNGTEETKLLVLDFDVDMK
Starred values were filed as active, the others as inactive. No enrichment for hits; about 3.5% have a hit in one of these screens.

The opening 7 records, ahead of the listing:
SMILES	TEAD-YAP inh	MITF primary	GPR151 activ	FBW7 act
Cc1c(C(=O)NS(=O)(=O)c2ccccc2Cl)c(=O)n(-c2ccccc2)n1C	1	-6	-0.8	0.3
Cc1c(CCC(=O)O)c(=O)oc2cc(OCC(=O)O)ccc12	-3	-13	-0.7	-0.1
CCN(CC)CC(Nc1ccc(S(=O)(=O)N2CCCC2)cc1[N+](=O)[O-])c1ccccc1 (stereo not drawn)	-7	21	-0.2	0.2
CN(Cc1ccncn1)C(=O)CC1C(=O)NCCN1Cc1cccc(Oc2ccccc2)c1 (stereo not drawn)	0	1	-0.5	-0.2
CC1CCCN(c2csc3ccccc3c2=O)C1 (stereo not drawn)	-2	18	1.2	1.9*
COc1ccc(C(C)(C)C)cc1NC(=O)CSc1nnc(C)s1	5	5	0.1	0.3
C[C@H]1NC(=O)[C@@H]2C[C@H](NCc3nc(-c4ccc(F)cc4)cs3)CN2C1=O	11	14	-0.6	0.4

The listing, previewed entries included:
SMILES	TEAD-YAP inh	MITF primary	GPR151 activ	FBW7 act
Cc1c(C(=O)NS(=O)(=O)c2ccccc2Cl)c(=O)n(-c2ccccc2)n1C	1	-6	-0.8	0.3
Cc1c(CCC(=O)O)c(=O)oc2cc(OCC(=O)O)ccc12	-3	-13	-0.7	-0.1
CCN(CC)CC(Nc1ccc(S(=O)(=O)N2CCCC2)cc1[N+](=O)[O-])c1ccccc1 (stereo not drawn)	-7	21	-0.2	0.2
CN(Cc1ccncn1)C(=O)CC1C(=O)NCCN1Cc1cccc(Oc2ccccc2)c1 (stereo not drawn)	0	1	-0.5	-0.2
CC1CCCN(c2csc3ccccc3c2=O)C1 (stereo not drawn)	-2	18	1.2	1.9*
COc1ccc(C(C)(C)C)cc1NC(=O)CSc1nnc(C)s1	5	5	0.1	0.3
C[C@H]1NC(=O)[C@@H]2C[C@H](NCc3nc(-c4ccc(F)cc4)cs3)CN2C1=O	11	14	-0.6	0.4
CC(C)CNC(CC(=O)Nc1cccc([N+](=O)[O-])c1)C(=O)O (stereo not drawn)	2	2	1.5	-0.1
O=C(C1CCC(CNS(=O)(=O)c2cccs2)CC1)N1CCN(c2ccccc2)CC1 (stereo not drawn)	9	0	-0.4	-0.1
O=C(O)c1ccc(NC(CS(=O)(=O)Cc2cccc(Br)c2)C(=O)O)c([N+](=O)[O-])c1 (stereo not drawn)	4	4	-0.6	0.1
Nc1nc(NCCO)cc(Nc2cnccn2)n1	4	-3	3.8	0.1
C=CCN1Cc2cc(OC)c(OC)cc2C2(CCCC2)C1	-4	1	1.0	-0.1
O=C1CC(N2CCN(Cc3ccc(Cl)cc3)CC2)C(=O)N1c1ccc(F)cc1 (stereo not drawn)	-3	-8	0.2	-0.1
Cn1c(C(=O)NC2CCCCCC2)cc2c(=O)n(C)c3ccccc3c21	6	3	0.4	-0.3
C(=N\c1nc2ccccc2s1)/Nc1nc2ccccc2s1	-3	52*	-2.9	0.1
O=C(Cc1ccccc1F)NCCn1nc(-c2cccs2)ccc1=O	-4	21	-1.2	0.4
N#CNc1nc2ccccc2nc1Cl	6	11	-0.8	0.1
CCOC(=O)C1(Cc2ccc(O)cc2)NC(c2ccco2)C2C(=O)N(CC)C(=O)C21 (stereo not drawn)	5	0	0.4	0.1
Cc1cc(-n2c(C)cc(/C=N\NC(=O)CC#N)c2C)ccc1I	2	21	1.1	-1.0
COc1cc2c(cc1NC(=O)CCC1CCCC1)oc1ccccc12	0	-6	0.6	-0.1
COc1ccc(C(=O)CN2CCN(C3CCCCC3)CC2)cc1	-22	20	-0.8	-0.2
CCOC(=O)CC(=O)CSc1nc2c(sc(=S)n2-c2ccc(C)c(C)c2)c(=O)n1-c1ccccc1	-7	1	-1.4	-0.2
COc1ccc(NC(=O)c2ccccc2NC(=O)NC2CCCCC2)cc1	-12	8	2.1	0.3
COc1cc(NC(=O)c2nn3c(C(F)(F)F)cc(-c4ccc(Br)cc4)nc3c2Cl)cc(OC)c1OC	1	5	-0.2	0.1
O=[N+]([O-])c1ccc(Cl)c(/C=N/Nc2nc3ccccc3s2)c1	4	0	-0.1	0.0
O=C1COc2nc3ccccc3cc2CN1Cc1ccc(F)cc1	5	7	0.6	0.1
CC(NC(=O)COC(=O)Cn1[nH]c(=O)c2ccccc2c1=O)C12CC3CC(CC(C3)C1)C2 (stereo not drawn)	-11	8	0.7	-0.1
CO/N=C(\c1nonc1N)N1CCN(c2ccc(Cl)cc2[N+](=O)[O-])CC1	0	7	-1.2	0.0
O=C(NCc1cccnc1)/C(=C/c1ccc(-c2cccc([N+](=O)[O-])c2)o1)S(=O)(=O)c1ccccc1	14	7	-0.6	-0.2
COC(=O)CCC(=O)N1CCCC(N2CCN(c3ccccc3)CC2)C1 (stereo not drawn)	-4	5	0.2	0.1
Cc1ccc(NC(=O)COc2ccc(/C=C3/NC(=O)N(c4ccccc4)C3=O)cc2)cc1	10	9	0.3	0.4
COc1ccccc1C(=O)Nc1ccc(Cl)c(-c2nc3ncccc3o2)c1	17	3	-0.3	0.0
COC(=O)c1ccc(-c2ccc(/C=N/N3C(=O)C4C5C=CC(C6CC56)C4C3=O)o2)cc1 (stereo not drawn)	-45	9	-1.1	-0.2
COCCN1C(=O)C(=O)/C(=C(\O)c2ccccc2)C1c1ccc(Cl)cc1 (stereo not drawn)	1	-5	0.8	0.0
Cc1ccc(CNC(=O)CN2CCN(Cc3ccc(Cl)cc3)C2=O)cc1	19	-3	0.0	0.1
Cc1ccccc1Cn1nnc(-c2cccc(C(=O)O)c2)n1	-58	-5	-5.1	0.0
COc1ccc(OC)c(CNC(=O)C2CCC(=O)N2C(C)C)c1 (stereo not drawn)	5	1	2.5	-0.1
CC(C)=NNc1nc(-c2ccccc2)c(C)s1	-12	4	1.1	-0.3
Cc1ccc(S(=O)(=O)c2nnn3c2nc(N2CCOCC2)c2ccccc23)c(C)c1	4	13	2.8	-0.2
COc1ccc(Cl)cc1C(=O)Nc1ccccc1C(=O)N1CCOCC1	14	17	-0.4	0.1
COCCNc1c2c(nc3cc(-c4ccc(F)cc4)nn13)CCC2	-13	-4	-0.8	0.0
Cc1cc(C(=O)N/N=C(\CCC(=O)O)c2cccs2)c(C)o1	-49	-3	-2.6	0.1
O=C(Nc1ccc2c(c1)OC(F)(F)O2)c1cccnc1	-13	-5	-1.4	0.0
Cc1c(C(C)NC(=O)C2CCOCC2)cnn1-c1ccccn1 (stereo not drawn)	-12	-4	-0.8	-0.2
COc1cccc(CNc2ccc(Br)cc2F)c1O	6	7	1.6	-0.1
CCOc1cc(/C=C2\SC(=Nc3ccccc3)N(C3CCCCC3)C2=O)ccc1O	8	6	-0.5	0.1
CCOc1ccc(-n2c(=S)sc3c(=O)[nH]c(SCc4cccc(Br)c4)nc32)cc1	0	9	0.9	0.0
COc1ccc(NC(=O)c2cccnc2)cc1OC	-16	-13	-0.4	1.1
Cc1cccc(C(O)(C(=O)NN(C(=O)c2ccc(Br)o2)c2ccccc2)c2cccc(C)c2)c1	0	7	-0.3	0.1
O=C(CSc1nnc2ncccn12)Nc1ccccc1N1CCOCC1	7	9	0.4	0.1
CC1=C(C(=O)Nc2ccc(C)cc2)C(c2ccc([N+](=O)[O-])cc2)n2nnnc2N1 (stereo not drawn)	1	7	0.6	0.0
O=C(CSc1ncccc1-c1nc2ccccc2[nH]1)Nc1ccccc1[N+](=O)[O-]	0	-11	1.7	-0.3
CCOC(=O)C1=CN(Cc2ccc(OC)c(OC)c2)C=C(C(=O)OCC)C1c1ccc(OC)c(O)c1	-15	-11	-1.1	-0.1
COc1cccc(/C=C(\C#N)C(N)=O)c1OCc1ccc(Br)cc1	1	24	-0.1	0.9
CS(=O)(=O)NCCc1ccccc1	-34	-3	1.1	0.1
O=C(CCC1(Cc2ccccc2)CCC(=O)N1)NCc1cnn(Cc2ccccc2)c1 (stereo not drawn)	-27	18	-1.1	-0.2
CC1CCCN(C(c2ccccn2)c2nnnn2C2CCCCC2)C1 (stereo not drawn)	2	-8	-4.6	-0.2
COc1ccc(OCC(=O)Nc2ccc(Cl)c(-c3nc4ncccc4o3)c2)cc1	-1	-13	0.0	0.1
CCCCC(=O)Nc1oc2c(C)cccc2c(=O)c1-c1cc(OC)c(OC)c(OC)c1	13	-4	1.1	0.0
CCN1CCN(c2cc(C)c3cc(NC(=O)c4ccccn4)ccc3n2)CC1	-35	4	0.1	-0.2
Additional compounds:
SMILES	TEAD-YAP inh	MITF primary	GPR151 activ	FBW7 act
Cc1cnc(Nc2nccc3ccccc23)nc1NCCOc1ccccc1	-4	-10	1.3	0.0
COc1ccc(-c2nc3ccccc3o2)cc1NC(=O)c1ccc(C(C)C)cc1	-30	3	-0.4	0.0
O=C(Nc1ccccc1C(=O)O)c1cc(S(=O)(=O)N2CCCC2)ccc1Cl	3	-1	0.6	0.0
COc1cc([N+](=O)[O-])cc(/C=C2/C(=O)N(C)C(=S)N2C)c1O	7	12	1.3	-0.5
C[C@@H]1CN(Cc2ccco2)[C@H](C)CN1CC(=O)Nc1ccccc1N1CCOCC1	8	-1	-0.1	-0.1
CCn1c(-c2cc(-c3ccccc3)sc2N)n[nH]c1=S	-3	9	0.2	0.1
COc1ccc(/C=N/NC(=O)c2ccc3c(c2)NC(=O)C(C)(C)O3)cc1OC	5	26	0.3	0.0
CCOc1ccc(NC(=O)C(C)Sc2nnc(C)s2)cc1 (stereo not drawn)	10	17	-1.0	0.0
COc1ccc(C(=O)Nc2ccc(NC(=O)c3cccs3)cc2)cc1[N+](=O)[O-]	-3	-1	2.0	0.0
CCOC(=O)C1=C(CN2CCC(C(N)=O)CC2)NC(=O)NC1c1cccs1 (stereo not drawn)	-1	-9	-1.2	2.6*
COc1ccccc1NC(=O)CCSc1nnc(-c2ccncc2)o1	-2	-3	-0.4	-0.4
CCOC(=O)c1ccc(NC(=O)NNC(=O)c2sccc2C)cc1	-20	-1	0.3	-0.1

One compound at a time (already shown). Order of values: TEAD-YAP inh	MITF primary	GPR151 activ	FBW7 act
`CC(C)CNC(CC(=O)Nc1cccc([N+](=O)[O-])c1)C(=O)O` (stereo not drawn) as listed: 2	2	1.5	-0.1
`Cn1c(C(=O)NC2CCCCCC2)cc2c(=O)n(C)c3ccccc3c21` as listed: 6	3	0.4	-0.3
`CC1=C(C(=O)Nc2ccc(C)cc2)C(c2ccc([N+](=O)[O-])cc2)n2nnnc2N1` (stereo not drawn) as listed: 1	7	0.6	0.0

Carrying on:
SMILES	TEAD-YAP inh	MITF primary	GPR151 activ	FBW7 act
O=C(/C=C/c1ccc2c(c1)OCO2)OCC(=O)c1ccc(F)cc1	2	13	1.6	-0.1
COc1ccc(C(=O)N2CCN3C(=O)[C@H](Cc4cnc[nH]4)NC(=O)[C@H]3C2)cc1	0	13	-0.9	0.4
CCOC(=O)c1c(C)oc2c1cc(NS(=O)(=O)c1ccc(Cl)c([N+](=O)[O-])c1)c1ccccc12	4	4	-1.2	1.0
Cc1ncc2c(c1CNC(=O)/C=C/c1ccccc1)CCN(Cc1ccccc1O)C2	0	-5	0.6	-0.1
C=C(C)CN1C(=O)NC(CC)(C2CCN(Cc3ccccn3)CC2)C1=O (stereo not drawn)	7	-3	1.6	0.0
Cn1c(=O)n(C)c2cc(/C=C3/NC(=O)N(Cc4ccc(Br)cc4)C3=O)ccc21	-2	-14	0.5	0.0
O=C(Cc1ccc(Cl)cc1)Nc1ccc(N2CCCCC2)cc1	-5	-3	1.1	0.1
Cc1ccc(C=Nc2ccc(S(N)(=O)=O)cc2)o1	8	-1	-0.8	0.0
COC(=O)C(=O)Nc1nnc(C(C)C)s1	5	-6	-0.7	-0.1
COc1ccc(Cl)cc1C(=O)Nc1ccc(Cc2ccncc2)cc1	9	-7	-0.5	0.0
COC(=O)c1cc(NC(=O)COc2ccccc2[N+](=O)[O-])cc(C(=O)OC)c1	10	5	0.1	-0.1
O=C(CSc1nc2[nH]ncc2c(=O)n1-c1ccccc1)NCc1cccc(Cl)c1	5	11	0.3	0.1
COC(=O)c1cc(NC(=O)Cn2cnc3c2c(=O)n(C)c(=O)n3C)cc(C(=O)OC)c1	-7	-2	0.9	-0.1
COC(=O)c1ccc(Oc2nc(-c3cccnc3)nc3ccccc23)cc1	1	14	1.0	-0.3
CC(=O)NCCNC(=O)CNC(=O)c1ccc(Cl)cc1	0	7	-1.7	0.0
COc1ccc(C2CC(=O)C3=C(C2)NC(C)=C(C(=O)OC(C)C)C3c2ccc(N(C)C)cc2)cc1 (stereo not drawn)	-3	2	-2.0	-0.2
O=C(c1cc2ccccc2cc1O)N1N=C(C(F)F)CC1(O)C(F)F (stereo not drawn)	-4	1	-3.0	0.6
O=P1(Nc2ccc(Br)cc2)C=C(c2ccccc2)OC(c2ccccc2)=C1	-3	8	-0.5	0.1
Cc1cccc(C)c1NC(=O)C1CCCNC1 (stereo not drawn)	9	2	0.1	0.0
Cc1ccc2nsnc2c1NC(=O)/C=C/c1cccc([N+](=O)[O-])c1	-1	0	0.3	-0.1
CCOC(=O)CCc1c(C)n(CC)c2ncnn2c1=O	2	7	0.4	0.6
COc1ccc(/C=C2\SC(=S)NC2=O)cc1O	-4	6	-1.7	-0.2
O=c1cc(N2CCN(c3ccc(F)cc3)CC2)[nH]c(=O)n1Cc1ccc(F)cc1	-4	-3	-0.1	0.1
Cc1cccc(NCC(=O)N/N=C/c2cc(Br)cc(C)c2O)c1	5	7	0.0	0.4
